DT40 TDP1 no CPT: qHTS for Inhibitors of human tyrosyl-DNA phosphodiesterase 1 (TDP1): qHTS in cells in absence of CPT; DT40 Tdp1-/- hTDP1 cells, no CPT, ATP luminescence, 48 h; Potency, µM (doses to about 46.2 µM), for inactives: at the highest dose activity change, negative = growth inhibition, most hits filed as inhibitors; 420,000 compounds, 15% hits; AID 686978, 2013; note: nearly all actives have a fitted effect of over 55% in size
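DT40 Tdp1-/-;hTDP1 cells, no CPT (DMSO vehicle only), 400 cells/well; compounds pin-transferred; ≥48 hr, 37 °C; CellTiter-Glo 30 min RT dark, luminescence read.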
GCN5L2 inh: blocks human GCN5L2 histone acetyltransferase; GCN5L2 HAT assay, ThioGlo1 CoA-SH fluorescence; Potency, µM (highest dose often 58.9 µM), for the others: at the highest dose activity change, negative = inhibition, most hits filed as inhibitors; Q92830; 390,000 compounds, 0.21% hits; AID 504327
Target sequence (Q92830 whole entry, looked up): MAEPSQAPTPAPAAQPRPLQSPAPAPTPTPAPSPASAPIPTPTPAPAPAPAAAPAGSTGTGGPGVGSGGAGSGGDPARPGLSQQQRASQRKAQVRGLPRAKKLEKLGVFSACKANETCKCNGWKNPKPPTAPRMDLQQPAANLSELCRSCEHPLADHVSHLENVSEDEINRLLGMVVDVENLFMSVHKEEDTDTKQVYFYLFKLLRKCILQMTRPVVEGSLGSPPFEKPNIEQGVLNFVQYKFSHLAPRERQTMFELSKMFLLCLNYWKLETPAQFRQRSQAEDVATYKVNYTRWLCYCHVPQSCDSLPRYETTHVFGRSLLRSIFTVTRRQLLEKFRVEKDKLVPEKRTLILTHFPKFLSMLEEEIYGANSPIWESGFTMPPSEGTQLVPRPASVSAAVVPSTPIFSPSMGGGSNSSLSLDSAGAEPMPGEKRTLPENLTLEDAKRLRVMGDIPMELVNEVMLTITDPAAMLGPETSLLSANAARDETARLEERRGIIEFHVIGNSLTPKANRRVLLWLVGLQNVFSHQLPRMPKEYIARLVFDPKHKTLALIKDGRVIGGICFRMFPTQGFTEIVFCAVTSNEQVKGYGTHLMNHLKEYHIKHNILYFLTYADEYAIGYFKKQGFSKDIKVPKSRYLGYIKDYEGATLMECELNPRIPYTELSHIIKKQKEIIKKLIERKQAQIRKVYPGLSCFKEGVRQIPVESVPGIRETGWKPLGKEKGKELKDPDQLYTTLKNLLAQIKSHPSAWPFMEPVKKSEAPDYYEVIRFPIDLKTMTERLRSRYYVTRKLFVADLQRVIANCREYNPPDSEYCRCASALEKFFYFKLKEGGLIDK
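Preincubate 20nM GCN5L2 with compound 15 min, RT → add 50uM ThioGlo1 + 75uM H3(1-25) + 70uM acetyl-CoA → read fluorescence 0 and 20 min. Primary qHTS; fluorescent artifacts likely.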
TDP1 block: inhibitors of human tyrosyl-DNA phosphodiesterase TDP1 | Q9NUW8 | recombinant TDP1, AlphaScreen DNA substrate cleavage | Potency, µM (series often up to 130 µM), for inactives: at the top dose activity change, negative = inhibition, usual class: inhibitors | 350,000 compounds, 0.28% hits | AID 485290; note: nearly all actives have a fitted effect of over 40% in size
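Here, a 5' biotin and 3' phosphotyrosine-FITC DNA oligonucleotide reports Tdp1 activity: intact substrate bridges AlphaScreen beads, while cleavage leaves a 3' phosphate and drops signal. All incubations at room temperature.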
An asterisk follows results filed as active; ? = inconclusive; nt = no result given; [ ] = another dose, or the depositor's remark. Calls come from the whole dose curve; as a rule, active = well fitted curve in the direction sought with a large enough effect; inconclusive = small, poorly fitted or top-dose-only effect, or another doubt; inactive = no such curve, though single readings can be large; an effect the other way counts as inactive or inconclusive. % is set by controls: 0 for no effect and ±100 for the full control effect; potency is the fitted concentration of half-maximal effect. A portion of the library; rates above refer to the full screens.

Start of the data: the first 4 records, ahead of the listing:
SMILES	DT40 TDP1 no CPT	GCN5L2 inh	TDP1 block
Cc1ccc(C(OC(=O)c2ccco2)C(=O)NC(C)(C)C)cc1 (stereo unspecified)	7.5%	-2.7%	nt
Cc1ccc(C(=O)N2CC(C)CC(C)C2)cc1S(=O)(=O)N1CCCCC1 (stereo unspecified)	-39.6%	0.1%	1.3%
CCn1c(SCCN2CCOCC2)nc2c1c(=O)n(C)c(=O)n2C	0.0%	-7.2%	nt
CCOc1ccc(S(=O)(=O)Nc2ccc3oc(C)c(C(=O)OCCOC)c3c2)cc1	1.46µM*	-2.0%	3.8%

The whole of this part, from the start:
SMILES	DT40 TDP1 no CPT	GCN5L2 inh	TDP1 block
Cc1ccc(C(OC(=O)c2ccco2)C(=O)NC(C)(C)C)cc1 (stereo unspecified)	7.5%	-2.7%	nt
Cc1ccc(C(=O)N2CC(C)CC(C)C2)cc1S(=O)(=O)N1CCCCC1 (stereo unspecified)	-39.6%	0.1%	1.3%
CCn1c(SCCN2CCOCC2)nc2c1c(=O)n(C)c(=O)n2C	0.0%	-7.2%	nt
CCOc1ccc(S(=O)(=O)Nc2ccc3oc(C)c(C(=O)OCCOC)c3c2)cc1	1.46µM*	-2.0%	3.8%
CC(C)CC(=O)Nc1cccc(NC(=O)CC(C)C)n1	-17.8%	0.9%	5.1%
COc1cc(N2C(=O)c3ccccc3C2=O)c(Cl)cc1C(=O)OCC(=O)N(C)C	4.6%	-2.7%	-10.3%
COc1ccc2c(CSc3nc4nc(C)cc(C)n4n3)cc(=O)oc2c1	-27.6%	-5.4%	5.3%
CN(CC(=O)NC1CC1)S(=O)(=O)c1cc(Cl)ccc1Cl	13.2%	-1.8%	0.7%
CCOc1ccccc1CN1CCN(Cc2cccc3nonc23)CC1CCO (stereo unspecified)	?	2.0%	-8.3%
CCNS(=O)(=O)c1ccc2c(c1)n(C)c(=O)n2C	-11.3%	2.5%	5.9%
O=C(COC(=O)c1ccc(Cl)cc1[N+](=O)[O-])NC(=O)c1ccccc1	5.2%	-0.6%	7.5%
CCN(C1CCS(=O)(=O)C1)S(=O)(=O)c1ccc(OC)c(OC)c1 (stereo unspecified)	12.6%	1.0%	-0.3%
CCOc1ccc(S(=O)(=O)NCCC(=O)N2CC(C)CC(C)C2)cc1 (stereo unspecified)	?	-11.1%	4.3%
COc1ccc(/C=N/NC(=O)OC(C)(C)C)cc1OC	-3.7%	-9.8%	2.7%
Cc1onc(-c2ccccc2Cl)c1C(=O)OCC(=O)N1CCC(C)CC1	?	0.0%	-2.4%
COc1ccc(CC(=O)NCc2nnc(SCC(=O)Nc3ccccc3)n2C)cc1	10.2%	-9.2%	2.5%
COc1ccc(-n2c(=O)c(-c3ccc(F)cc3)nc3cncnc32)cc1	-9.0%	-8.9%	nt
Cc1cccn2c(=O)c3cc(C(=O)N4COCC4(C)C)n(C)c3nc12	?	0.9%	-3.2%
O=C(Nc1ccc(NC(=O)C2CCCCC2)cn1)c1ccco1	-22.8%	-7.3%	-1.0%
Cc1nc2sc(C(=O)OCC(=O)N3c4ccccc4CC3C)c(C)c2c(=O)[nH]1 (stereo unspecified)	?	-6.0%	5.8%
O=C(CCN1CCOCC1)NCc1ccccc1	22.1%	-6.9%	nt
Cc1ccc(SCCC(=O)Nc2ccc(Br)c(C)c2)cc1	5.5%	?	-3.0%
CC(C)N=C(N)N=C(N)Nc1ccc(Cl)cc1	9.2µM*	-4.2%	nt
O=S(=O)(Nc1cccc(-c2ccc3nncn3n2)c1)c1ccccc1F	-26.6%	-5.3%	1.8%
CCc1ccc(S(=O)(=O)c2cn(CC(=O)Nc3ccc(F)c(Cl)c3)c3ccccc3c2=O)cc1	?	-2.7%	9.0%
Continued.
SMILES	DT40 TDP1 no CPT	GCN5L2 inh	TDP1 block
COC(=O)Cn1nnc2c(cnn2-c2ccccc2)c1=O	-13.7%	-1.3%	1.2%
N#Cc1nc(COc2ccccc2Cl)oc1N1CCCC1	?	-4.6%	5.1%
CS(=O)(=O)N(CC(=O)N1CCCCCC1)Cc1ccc(Cl)cc1	-23.5%	-0.3%	-2.3%
CC1CCC(N(C(=O)c2csnn2)C(C(=O)NC(C)(C)C)c2cccnc2)CC1 (stereo unspecified)	12.7%	-2.7%	2.6%
Cc1c(C(=O)NCC2COc3ccccc3O2)oc2ccc(S(=O)(=O)N(C)C3CCCCC3)cc12 (stereo unspecified)	14.6µM*	-7.4%	4.5%
CCOC(=O)C1CCN(C(=O)COc2ccc(S(=O)(=O)NC(C)C)cc2)CC1	?	nt	0.0%
COc1cccc2cc(CC(=O)c3ccc(C)cc3C)c(=O)oc12	-28.0%	-17.3%	nt
Cc1cc(C)cc(OCC(=O)NNC(=O)c2cc(C)[nH]n2)c1	-1.2%	-6.0%	4.8%
COc1ccccc1Cn1nnc2c(=O)[nH]c(C3CCN(C(=O)c4ccc(C)cc4)CC3)nc21	-12.7%	-13.2%	3.9%
Cn1c(=O)n(C)c2cc(C(=O)O)ccc21	-4.2%	1.3%	2.6%
O=C(CNC(=S)N(Cc1ccccc1)Cc1cccnc1)NCCc1ccccc1	?	-0.2%	2.6%
COc1ccccc1CC(=O)NNS(=O)(=O)c1cccc([N+](=O)[O-])c1	-0.7%	-4.0%	nt
CCOC(=O)CSc1ccc(S(=O)(=O)N(CC)CC)cc1[N+](=O)[O-]	8.6%	-11.9%	8.1%
NS(=O)(=O)c1ccc(Cl)cc1[N+](=O)[O-]	?	2.8%	nt
CCOC(=O)[C@H]1[C@H]2COc3ccc(Cl)cc3[C@@H]2N2C(=O)c3cc(C)ccc3NC(=O)[C@@]12C	?	0.0%	-0.4%
COC(=O)[C@H](CCSC)NC(=O)Cn1cnc2c(NCc3ccccc3)ncnc21	9.0%	-3.7%	0.4%[56.1 µM]
CCOC(=O)C(=O)Nc1nc(-c2ccc3c(c2)CCN3C(=O)C2CC2)c(C)s1	14.3%	-12.2%	15.9%
COc1ccc(C(=O)NCC(=O)OCC(=O)NC(=O)c2ccc(C(C)(C)C)cc2)cc1OC	10.3%	-5.5%	2.0%
Cc1cc(C)c(S(=O)(=O)NC2CC(C)(C)NC(C)(C)C2)cc1Br	?	-3.8%	nt
CC(Sc1nnc(-c2ccc(OC(F)F)cc2)n1N)C(=O)NCC1CCCO1 (stereo unspecified)	-3.0%	-12.5%	0.2%
O=S(=O)(/N=C(/c1ccccc1)N1CCCCCC1)c1ccccc1	-10.1%	-5.4%	5.1%
CN(Cc1ccccc1)C(=O)c1[nH]cnc1C(=O)N[C@@H](CCCCNC(=O)OC(C)(C)C)C(=O)OC(C)(C)C	?	-12.6%	6.4%
COCCNc1ncnc2ccc(-c3c(C)noc3C)cc12	?	-9.0%	nt
O=C(NCc1cccnc1)NC(=O)c1ccc(Cl)cc1	?	-0.5%	2.8%
CCOc1ccc(N(C(C)C(=O)NC(C)CC)S(C)(=O)=O)cc1 (stereo unspecified)	-10.8%	0.8%	-2.0%
(list continues)
SMILES	DT40 TDP1 no CPT	GCN5L2 inh	TDP1 block
Cc1ccc(CSCC(=O)Nc2ccccc2)cc1	3.5%	1.4%	nt
O=C(NCCc1ccncc1)c1ccccc1F	-8.5%	-18.0%	8.7%
CCN(CC)C(=O)c1[nH]cnc1C(=O)N[C@@H](CC(C)C)C(=O)OCc1ccccc1	-19.9%	-8.3%	7.7%
CNC[C@@H]1Oc2c(NC(=O)Nc3ccc(F)cc3)cccc2C(=O)N([C@H](C)CO)C[C@@H]1C	-8.2%	0.3%	1.7%
O=C(Oc1c(Cl)cc(Cl)c2cccnc12)c1cccc([N+](=O)[O-])c1	3.26µM*	42.7%[activator]	4.2%
Cn1c(SCc2ccc(F)cc2)nc2c([nH]c3ccccc32)c1=O	?	-6.3%	2.2%
COc1cccc2sc3cc(C#Cc4ccccn4)ccc3c(=O)c12	16.4µM*	-7.7%	44.7µM*
Cc1cc(C)n(Cc2nc3ccccc3n2C)n1	-12.9%	-14.5%	2.3%
O=C([C@H](Cc1ccccc1)NS(=O)(=O)c1ccc(Cl)cc1)N1CC[C@@]2(O)CCCC[C@H]2C1	?	-9.4%	6.2%
O=C(NO)C1CC2C=CC1C2 (stereo unspecified)	-22.6%	-1.7%	-2.0%
COc1ccc(CC(=O)Nc2cc(C)ccn2)cc1	3.5%	1.4%	4.3%
O=C(Nc1nc(=O)c2ccccc2s1)c1ccc(Cl)cc1	?	-16.9%	5.3%
Cc1cc(=O)n2c(ccc3ccccc32)c1C#N	-6.9%	-3.9%	2.1%
CCC(=O)N(C(=O)CC)N1CCN(c2ccncc2S(=O)(=O)N2CCCCC2)CC1	?	-8.3%	3.2%
O=C(N/N=C/c1ccc[nH]1)c1cccc(Br)c1	?	-9.2%	5.6%
Cc1cc(C(C)(C)C)cc(S(=O)(=O)NCCc2ccncc2)c1C	?	-8.5%	nt
COC(=O)C1=NN(c2ccccc2OC)C2C(=O)N(c3ccccc3OC)C(=O)C12 (stereo unspecified)	-43.7%	-3.3%	-3.4%
O=C(Nc1ccccc1C(=O)N/N=C/c1ccc(O)cc1)c1ccccc1	-26.9%	1.3%	5.0%
CCOC(=O)CN1C=C(c2ccc3ccccc3n2)C(C[N+](=O)[O-])c2ccccc21 (stereo unspecified)	?	-5.6%[0.501 µM]	0.7%
CC(C)C[C@H](N)C(=O)N[C@H](C(=O)N[C@@H](CCCN=C(N)N)C(=O)N[C@H](CS)C(=O)NCC(=O)N[C@@H](CCCCN)C(=O)N[C@@H](Cc1cnc[nH]1)C(=O)N[C@@H](CO)C(=O)N[C@@H](CCCN=C(N)N)C(=O)O)C(C)C	nt	2.7%	9.5%
Cc1cc(C)cc(-n2ccnc(NCCc3ccccc3)c2=O)c1	?	-21.7%	0.0%
COc1ccc(NC2CCCN(C(=O)c3ccc(OC)o3)C2)cc1 (stereo unspecified)	-0.2%	-20.2%	6.4%
CC1CN(C(=O)COC(=O)c2cc(Cl)ccc2[N+](=O)[O-])CC(C)O1 (stereo unspecified)	?	-1.6%	1.5%
CSc1ncccc1C(=O)Nc1cccc(S(=O)(=O)N(C)c2ccccc2)c1	?	-11.5%	-0.3%[56.1 µM]
CCOc1ccc(NC(=O)CN(C)C(=O)CN2C(=O)C3CC=CCC3C2=O)cc1OCC (stereo unspecified)	-22.7%	2.7%	1.1%
(continued)
SMILES	DT40 TDP1 no CPT	GCN5L2 inh	TDP1 block
CCOC(=O)CN(C(=O)COc1nc(-c2ccccc2)cc(C)c1C#N)c1cccc(OC)c1	?	3.0%	nt
Nc1ncnc2c1ncn2[C@@H]1O[C@@H](CO)[C@H](O)[C@H]1O	nt	5.8%[21.4 µM]	8.2%[21 µM]
CS(=O)(=O)N1CCN(c2ccccc2NC(=O)CSc2nnc(-c3ccco3)o2)CC1	-17.0%	0.0%	3.8%
C/C(=N/NC(=O)CNC(=O)c1ccncc1)c1ccc(Cl)cc1	-19.6%	-10.7%	9.5%
COc1ccc(CCNC(=O)C(=O)NCC2OCCN2S(=O)(=O)c2ccc(Cl)cc2)cc1OC (stereo unspecified)	18.4µM*	-3.9%	nt
COc1ccc(N(Cc2ccccc2)S(=O)(=O)c2cccc(C(=O)Nc3ncccc3C)c2)cc1	?	-6.7%	1.9%
O=C(c1ccc(F)cc1)n1c(=S)nc2ccccn21	?	-0.1%	-3.8%
N#Cc1ccccc1OCCn1cncn1	11.7%	-7.7%	0.9%
Cn1c(=O)n(Cc2ccccc2)c(=O)c2c1nc1n2CCN1c1ccccc1	-15.8%	-7.0%	2.6%
CC(=O)c1ccc(C(=O)N2CCc3c([nH]c4ccccc34)C2c2cccc(C)n2)s1 (stereo unspecified)	14.6µM*	-6.5%	6.0%
COc1ccc(C(OC(=O)c2ccco2)C(=O)NC2CCCC2)cc1 (stereo unspecified)	2.4%	-2.5%	9.5%
O=C(Oc1c(Cl)cc(Cl)c2cccnc12)N1CCCCC1	-28.9%	1.1%	0.0%
CC(C)c1cc(C(=O)N/N=C/c2c[nH]c3ccccc23)n[nH]1	?	-12.3%	nt
CCc1ccccc1Nc1nn2c(=O)c3ccc(C(=O)NC4CCC(C)CC4)cc3nc2s1 (stereo unspecified)	16.4µM*	1.9%	2.8%
Brc1cccc(OCCSc2ncccn2)c1	?	0.0%	-5.5%

Record cards (already shown):
`Cn1c(=O)n(Cc2ccccc2)c(=O)c2c1nc1n2CCN1c1ccccc1` as listed: DT40 TDP1 no CPT: -15.8%; GCN5L2 inh: -7.0%; TDP1 block: 2.6%
`CCc1ccccc1Nc1nn2c(=O)c3ccc(C(=O)NC4CCC(C)CC4)cc3nc2s1` (stereo unspecified) as listed: DT40 TDP1 no CPT: 16.4µM*; GCN5L2 inh: 1.9%; TDP1 block: 2.8%
`N#Cc1ccccc1OCCn1cncn1` as listed: DT40 TDP1 no CPT: 11.7%; GCN5L2 inh: -7.7%; TDP1 block: 0.9%

Assay outcomes deposited in PubChem by National Center for Advancing Translational Sciences (NCATS).
